EBV LMP1 NFkB = EBV LMP1-driven NF-kappaB luciferase reporter inhibitors, primary screen, cell-based, luminescence, single point | LMP1-induced NF-kappaB luciferase reporter cells | 350,000 compounds, 0.69% hits | inhibition, % at 12.5 µM; in the data active means inhibition above about 41%;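 further: 0% = neutral control wells and 100% = reference inhibitor control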
NR2F2 inh = NR2F2 transcriptional activity inhibitors, primary screen, cell-based, luciferase reporter, HEK293T, luminescence; HEK293T NGFI-A luciferase reporter; inhibition, % at 8.6 µM; 370,000 compounds, 0.7% hits; COUP transcription factor 2 (Homo sapiens), P24468; AID 686940, 2013;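 active means inhibition above a per-plate cutoff, mean inhibition of test wells between control levels plus 3 SD, cut at about 38% in these data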;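 further: cells cotransfected with COUP-TFII expression vector driving the NGFI-A reporter; 0% = median of COUP-TF2 test wells and 100% = reporter-only cells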
Target sequence (P24468 whole entry, looked up): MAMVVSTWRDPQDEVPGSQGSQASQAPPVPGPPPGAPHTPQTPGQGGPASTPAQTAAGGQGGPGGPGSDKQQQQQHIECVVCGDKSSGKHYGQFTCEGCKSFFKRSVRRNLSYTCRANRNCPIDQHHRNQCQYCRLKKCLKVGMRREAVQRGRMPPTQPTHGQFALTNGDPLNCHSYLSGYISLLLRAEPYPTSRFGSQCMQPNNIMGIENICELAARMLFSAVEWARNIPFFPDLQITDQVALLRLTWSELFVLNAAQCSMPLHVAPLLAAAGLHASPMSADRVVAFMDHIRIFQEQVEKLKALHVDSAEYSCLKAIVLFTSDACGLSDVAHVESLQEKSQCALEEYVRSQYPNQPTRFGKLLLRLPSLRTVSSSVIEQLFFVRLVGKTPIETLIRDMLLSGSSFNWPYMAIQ
SRC3 inh = SRC3 coactivator transcriptional activity inhibitors, primary screen, cell-based, luminescence. inhibition, % at 3.6 µM. Nuclear receptor coactivator 3 (Homo sapiens), Q9Y6Q9. AID 588352, 2011. 360,000 compounds, 0.17% hits. HEK293 GAL4-SRC3 luciferase reporter;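 active means inhibition above a per-campaign cutoff, the mean of all compounds plus 3 SD, cut at about 60% in these data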;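 further: 0% = DMSO-treated cells and 100% = gossypol-treated cells at 36 µM; higher means less SRC3-driven luciferase light from the GAL4 reporter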
TLR9-MyD88 inh = inhibitors of TLR9-MyD88 association in cells, primary screen, cell-based, CHO, BLA complementation, fluorescence; Toll-like receptor 9 (Homo sapiens) + Myeloid differentiation primary response protein …; AID 504734, 2011; inhibition, % at 4.98 µM; 340,000 compounds, 0.21% hits; CCF4 FRET ratio;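 active means inhibition above the mean over all tested compounds plus 3 SD, cut at about 21% in these data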;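 further: 0% = DMSO only wells and 100% = clavulanate BLA inhibitor control wells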
ABHD5-PLIN5 inh = ABHD5-PLIN5 interaction inhibitors, primary screen, cell lysate, split luciferase complementation, luminescence. inhibition, % at 4 µM. 360,000 compounds, 0.78% hits. Perilipin-5 (Homo sapiens) + 1-acylglycerol-3-phosphate O-acyltransferase ABHD5 (Homo …. Split G. princeps luciferase complementation, 4 h;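 active means inhibition above the mean inhibition across every tested compound plus 3 SD, cut at about 22% in these data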;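 further: 0% = DMSO only wells and the 100% control is not disclosed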
MC4R ag barr = MC4R agonists recruiting beta-arrestin, primary screen, cell-based, luminescence, agonist arm of biased-ligand search; Melanocortin receptor 4 (Homo sapiens), P32245; U2OS MC4R beta-arrestin complementation; percent of melanotan II response, DMSO zero; activation, % at 8.9 µM; 360,000 compounds, 0.98% hits;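 active means activation above a per-plate cutoff, the mean activation of sample wells on that plate plus 3 SD, cut at about 8% in these data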
LRH-1 inv ag = LRH-1 (NR5A2) inverse agonists, primary screen, cell-based, luminescence, HEK293T, StAR-luciferase reporter; Nuclear receptor subfamily 5 group A member 2 (Homo sapiens), O00482; LRH-1 transfected, 24 h; inhibition, % at 3.6 µM; 360,000 compounds, 0.13% hits;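 active means inhibition above the mean inhibition of all tested compounds plus 3 SD, cut at about 73% in these data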;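 further: 0% = DMSO wells and 100% = reporter-only cells lacking LRH-1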
Target sequence (O00482 whole entry, looked up): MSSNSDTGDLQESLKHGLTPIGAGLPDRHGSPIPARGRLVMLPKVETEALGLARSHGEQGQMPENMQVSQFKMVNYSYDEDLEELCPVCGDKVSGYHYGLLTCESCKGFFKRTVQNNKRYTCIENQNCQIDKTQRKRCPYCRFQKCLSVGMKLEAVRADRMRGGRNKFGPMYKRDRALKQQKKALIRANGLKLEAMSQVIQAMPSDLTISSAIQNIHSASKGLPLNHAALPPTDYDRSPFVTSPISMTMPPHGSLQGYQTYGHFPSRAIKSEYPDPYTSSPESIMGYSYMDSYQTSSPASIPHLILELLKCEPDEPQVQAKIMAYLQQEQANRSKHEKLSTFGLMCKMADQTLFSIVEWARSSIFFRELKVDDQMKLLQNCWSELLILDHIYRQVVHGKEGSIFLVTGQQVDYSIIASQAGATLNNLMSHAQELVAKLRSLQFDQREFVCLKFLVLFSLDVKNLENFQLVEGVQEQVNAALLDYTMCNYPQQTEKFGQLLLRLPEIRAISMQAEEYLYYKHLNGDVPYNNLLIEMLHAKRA
MC4R antagonist = MC4R antagonists of cAMP signaling, primary screen, cell-based, TR-FRET, antagonist arm of biased-ligand search; MC4R-expressing cells, MTII-stimulated cAMP, LANCE TR-FRET; inhibition, % at 6.5 µM; 360,000 compounds, 0.48% hits; AID 540295, 2011;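 active means inhibition above its plate's cutoff, the mean of tested wells on that plate plus 3 SD, cut at about 29% in these data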;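 further: 0% = Melanotan II alone and 100% = Melanotan II plus saturating MCL0020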
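System: U2OS cells stably expressing human melanocortin 4 receptor (MC4R). Reagent: Melanotan II challenge after compound preincubation. Doses: 6.5 µM. Times: 30-min compound, 1-h challenge, 1-h detection, room temperature. Measured by: TR-FRET with Eu-cAMP and labeled anti-cAMP, 671 nm. Replicates: singlicate.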
SRC2 inh = inhibition of GAL4-SRC2 driven luciferase reporter, primary screen, SRC2 inhibitor project, cell-based, luminescence. HEK293 GAL4-SRC2 luciferase reporter. 370,000 compounds, 0.17% hits. inhibition, % at 9 µM;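 active means inhibition above the mean inhibition of all tested compounds plus 3 SD, set per campaign, cut at about 52% in these data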;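 further: 0% = DMSO treated cells and 100% = cells given Gossypol at 36 µM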
SRC1 inh = SRC1 coactivator transcriptional activity inhibitors, primary screen, cell-based, luminescence; inhibition, % at 3.6 µM; 360,000 compounds, 0.12% hits; HEK293 GAL4-SRC1 luciferase reporter;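 active means inhibition above the campaign mean plus 3 SD, with each screening campaign given its own cutoff, cut at about 60% in these data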;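 further: 0% = DMSO treated cells and 100% = gossypol at 36 µM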
NOD2 RIPK2 PPI = NOD2-RIPK2 binding disruptors in cells, primary screen, fluorescence, CHO cells, BLA complementation; inhibition, % at 4.98 µM; 360,000 compounds, 0.38% hits; Receptor-interacting serine/threonine-protein kinase 2 (Homo sapiens), O43353; AID 624267, 2012; CCF4 ratio; in the data active means inhibition above about 21%;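 further: 0% = vehicle only and 100% = reference blocker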
* hit, by the source's call; . = not tested or not shown; & = joins results of further samples.

SMILES	EBV LMP1 NFkB	NR2F2 inh	SRC3 inh	TLR9-MyD88 inh	ABHD5-PLIN5 inh	MC4R ag barr	LRH-1 inv ag	MC4R antagonist	SRC2 inh	SRC1 inh	NOD2 RIPK2 PPI
Cc1ccc(S(=O)(=O)N2CCN(C(=O)COC(=O)c3cncc(Br)c3)CC2)c(C)c1	-2	1	11	0	3	-1.0	9	9	16	3	-10
COc1ccccc1NC(=O)CCC(=O)OCc1cccc([N+](=O)[O-])c1	-3	1	4	-5	-7	-0.9	0	11	5	-6	-1
CCCc1nn2c(=O)cc(O)nc2s1	-5	-1	-5	-4	0	-1.0	2	-1	-12	-5	-6
CC(C)OC(=O)c1ccc(N)cc1	-15	-20	-13	3	0	0.0	-10	15	1	-23	-8
FC(F)(F)c1cc(-c2ccccc2)nc2nc(N3CCOCC3)sc12	1	-8	8	-5	-3	-2.4	-11	4	-27	-6	-7
CN(C)c1ncnc2c1ncn2[C@H]1CN(Cc2ccncc2)C[C@@H](CO)O1	.	6	-9	.	0	0.7	-2	11	-23	-5	-7
COc1cccc(CNC(=O)C2CCC(CNc3nc(=S)[nH]c4ccccc34)CC2)c1 (stereo not given)	11	-1	17	-3	-4	-1.5	7	9	12	23	6
Cc1cccc(C)c1NC(=O)COC(=O)c1ccc2c(c1)OCO2	5	-12	4	-1	-5	1.7	-3	17	4	-6	-9
C[C@H](CO)N1C[C@H](C)[C@@H](CN(C)CC2CCCCC2)Oc2c(NS(=O)(=O)c3cn(C)cn3)cccc2C1=O	1	-5	10	-4	-5	-0.7	-11	4	-21	-14	0
Cc1cc(C)nc(NC2=N[C@@H]3CCCC[C@H]3N2C(=O)Nc2cc(Cl)cc(Cl)c2)n1	-2	-3	4	-2	4	-1.4	12	-6	3	8	-17
CCC(C)c1ccc(NC(=S)Nc2ccc(OC)cc2C)cc1 (stereo not given)	2	5	10	1	0	1.4	3	11	-1	7	-13
Cc1ccc(C(=O)O)cc1NC(=S)NC(=O)c1ccc([N+](=O)[O-])c(C)c1	1	2	12	-1	4	-3.4	-2	22	-18	5	-8
Cc1cc(C)c2sc(N(CCCN(C)C)C(=O)c3ccc(S(=O)(=O)N(C)Cc4ccccc4)cc3)nc2c1	-4	16	-1	0	9	3.6	-35	7	4	-25	-11
O=[N+]([O-])c1cc2c(cc1/C=N/n1c(-c3ccccn3)n[nH]c1=S)OCO2	0	-5	12	1	-7	-3.0	1	4	-22	-1	1
COc1ccc(OCC(=O)Nc2ccc(S(=O)(=O)Nc3cc(C)on3)cc2)cc1	-12	-4	-6	-13	8	-1.2	-16	7	26	-6	-15
C[N+]1(CC#CC(O)(c2ccccc2)c2ccccc2)CCCC1	2	-14	12	-1	5	-1.1	-3	0	7	-29	3
Cc1cc(S(=O)(=O)N2CCOCC2)ccc1OCC(=O)NCC1CCCO1 (stereo not given)	-4	4	-6	-5	0	0.2	8	0	7	-16	5
O=Cc1ccc(C(=O)OCC(=O)NC(=O)Nc2ccccc2F)cc1	0	.	1	7	-6	3.6	7	13	.	-3	-7
O=C(NCC1CCCO1)c1cccc(S(=O)(=O)Nc2ccc(F)cc2)c1 (stereo not given)	1	10	20	-10	1	-0.1	23	7	-3	3	-3
Cc1ccc(S(=O)(=O)N2CCCCC2CCNC(=O)C(=O)NCc2ccccc2C)cc1 (stereo not given)	3	11	12	-14	-6	-4.9	8	4	-31	7	1
O=C(COC(=O)c1ccccc1C(=O)c1ccccc1)c1ccco1	0	10	4	0	-7	1.2	5	12	-19	-9	6
CCOC(=O)C1Nc2c(F)cc(C)cc2C2c3ccccc3CC12 (stereo not given)	-19	-25	-5	-4	4	2.0	14	-2	2	-15	-6
COc1ccccc1C(=O)NCCC(=O)N1CCN(c2ccc(C(F)(F)F)cn2)CC1	18	11	5	-7	-16	-0.9	-16	2	18	4	2
O=C(Cc1ccccc1)NN=C1CCCC1	6	-19	-19	-4	-4	-0.2	-23	8	-21	-25	1
Cc1ccc(Cn2c(N/N=C/c3ccncc3)nc3c2c(=O)n(C)c(=O)n3C)cc1	-4	-24	18	3	6	0.5	4	-26	-8	-9	-3

Next section; the last 3 above are carried over.
SMILES	EBV LMP1 NFkB	NR2F2 inh	SRC3 inh	TLR9-MyD88 inh	ABHD5-PLIN5 inh	MC4R ag barr	LRH-1 inv ag	MC4R antagonist	SRC2 inh	SRC1 inh	NOD2 RIPK2 PPI
COc1ccccc1C(=O)NCCC(=O)N1CCN(c2ccc(C(F)(F)F)cn2)CC1	18	11	5	-7	-16	-0.9	-16	2	18	4	2
O=C(Cc1ccccc1)NN=C1CCCC1	6	-19	-19	-4	-4	-0.2	-23	8	-21	-25	1
Cc1ccc(Cn2c(N/N=C/c3ccncc3)nc3c2c(=O)n(C)c(=O)n3C)cc1	-4	-24	18	3	6	0.5	4	-26	-8	-9	-3
O=C(Cn1cnc2cc([N+](=O)[O-])ccc2c1=O)Nc1ccccc1Cl	-5	-10	24	-2	15	3.3	-13	0	-16	18	7
O=C(C(Cc1ccccc1)n1cccc1)N1CCN(c2ccccc2)CC1 (stereo not given)	-7	0	9	12	-3	3.7	-2	12	-14	-3	-6
Cc1nc2n[nH]c(N)c2c2c1COC(C)(C)C2	-24	-2	0	2	10	0.2	12	4	6	0	-6
Cc1cc(C)nc(SCC(=O)N(C)CC(=O)Nc2c(Cl)cccc2Cl)n1	-4	-2	5	2	5	-1.9	11	0	4	-14	0
CCc1nc(SCC(=O)N2CCN(C(=O)c3ccco3)CC2)c2c3c(sc2n1)CCCC3	-7	-21	16	-4	8	-0.4	-25	10	3	3	4
COc1ccc(CNc2nc3nc(C)cc(C)n3n2)cc1	4	-26	-10	8	4	3.0	-15	5	-9	-22	1
COc1ccc2c(c1)Sc1ccccc1N2	-4	21	0	3	-3	-1.8	0	-6	-1	-36	8
CCCCP(=O)(CCCC)CCP(=O)(c1ccccc1)c1ccccc1	-1	6	19	-4	3	1.2	10	16	-2	0	-9
O=C(N/N=C/c1c(O)ccc2ccccc12)c1cccnc1	51*	-21	77*	6	10	-1.7	92*	-2	36	57	-4
COc1ccc(OC)c(S(=O)(=O)CC(=O)c2cc3ccc(OC)cc3oc2=O)c1	2	.	-19	-4	-9	-1.6	4	22	.	0	1
CS/C(=N\S(=O)(=O)c1cccs1)Nc1ccc(N2CCOCC2)cc1	0&-8	-13&-1	17&-6	-3&8	4&-6	-1.9&0.5	-6&8	11&4	1&3	-11&-1	3&-15
C/C(=N\NC(=O)c1ccc(N(C)C)cc1)c1ccc(C)cc1C	-1	-26	-3	10	-2	-2.8	-43	-1	-15	-7	-3
Cc1nc(NC(=O)COC(=O)c2ccc(S(=O)(=O)N3CCc4ccccc4C3)cc2)c(Cl)cc1Cl	-6	9	1	7	-3	-1.5	11	12	-12	-9	-4
CSc1ncc(Cl)c(C(=O)NCc2cccnc2)n1	0	10	7	-9	3	-1.4	-4	1	-15	-20	-1
Cc1ccc(-c2noc(CCC(N)=O)n2)cc1	-9	-7	-18	4	0	-2.9	5	4	-35	-5	6
Cc1ccccc1NC(=O)c1ccc2ccccc2c1	-27	-40	-67	-8	2	-2.5	-81	0	-36	-53	-13
COc1cccc(-c2c(C(=O)O)cc(O)c3ccc(OC)cc23)c1	-1	1	0	-1	-11	0.0	-13	17	2	18	-4
COc1ccc(N2C(=O)CCC2=O)c(OC)c1	2	-10	-5	0	-3	-1.8	7	6	-12	-10	11
O=C(NCc1nc2ccccc2[nH]1)c1cccc(S(=O)(=O)N2CCCCC2)c1	-9	4	-3	-4	1	-1.4	11	-2	17	9	12
O=C(O)CN1C(=O)C2C3C=CC(C2C1=O)C1C(=O)N(CC(=O)O)C(=O)C31 (stereo not given)	7	-27	-11	-7	3	-1.0	8	13	-24	14	-4
Brc1cc2c(cc1COc1ccc(-c3nn[nH]n3)cc1)OCO2	-9	-18	4	-7	-1	-1.5	-11	-5	-6	-19	-5
O=C(NC(=S)NCc1ccc(F)cc1)c1ccccc1	2	-11	-5	6	0	-0.7	3	4	-4	-10	-3
CSCC[C@H](NC(=O)C1CCN(C(=O)[C@H](Cc2ccccc2)NS(=O)(=O)c2ccc(C)cc2)CC1)C(=O)O	5	-6	6	-2	5	-1.9	6	11	-10	9	8

Rewritten with values under each structure: part of the list above.
Order of values – EBV LMP1 NFkB, NR2F2 inh, SRC3 inh, TLR9-MyD88 inh, ABHD5-PLIN5 inh, MC4R ag barr, LRH-1 inv ag, MC4R antagonist, SRC2 inh, SRC1 inh, NOD2 RIPK2 PPI
Cc1cc(C)nc(SCC(=O)N(C)CC(=O)Nc2c(Cl)cccc2Cl)n1
 : -4, -2, 5, 2, 5, -1.9, 11, 0, 4, -14, 0
CCc1nc(SCC(=O)N2CCN(C(=O)c3ccco3)CC2)c2c3c(sc2n1)CCCC3
 : -7, -21, 16, -4, 8, -0.4, -25, 10, 3, 3, 4
COc1ccc(CNc2nc3nc(C)cc(C)n3n2)cc1
 : 4, -26, -10, 8, 4, 3.0, -15, 5, -9, -22, 1
COc1ccc2c(c1)Sc1ccccc1N2
 : -4, 21, 0, 3, -3, -1.8, 0, -6, -1, -36, 8
CCCCP(=O)(CCCC)CCP(=O)(c1ccccc1)c1ccccc1
 : -1, 6, 19, -4, 3, 1.2, 10, 16, -2, 0, -9
O=C(N/N=C/c1c(O)ccc2ccccc12)c1cccnc1
 : 51*, -21, 77*, 6, 10, -1.7, 92*, -2, 36, 57, -4

Screening data deposited in PubChem BioAssay by several laboratories.

An excerpt, so the mix of outcomes need not match the whole.
